TLR4 MyD88 comp = blocks binding of human TLR4 to MyD88; O00206+Q99836; inhibition, % at 8.4 µM; HeLa CL3-4 TLR4/MyD88 BLA complementation, FRET ratio; hit rate 0.18% among 200,000; in the data active means inhibition above about 25%;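 further: 0% = vehicle and 100% = reference inhibitor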
Target sequence (O00206 whole entry, looked up): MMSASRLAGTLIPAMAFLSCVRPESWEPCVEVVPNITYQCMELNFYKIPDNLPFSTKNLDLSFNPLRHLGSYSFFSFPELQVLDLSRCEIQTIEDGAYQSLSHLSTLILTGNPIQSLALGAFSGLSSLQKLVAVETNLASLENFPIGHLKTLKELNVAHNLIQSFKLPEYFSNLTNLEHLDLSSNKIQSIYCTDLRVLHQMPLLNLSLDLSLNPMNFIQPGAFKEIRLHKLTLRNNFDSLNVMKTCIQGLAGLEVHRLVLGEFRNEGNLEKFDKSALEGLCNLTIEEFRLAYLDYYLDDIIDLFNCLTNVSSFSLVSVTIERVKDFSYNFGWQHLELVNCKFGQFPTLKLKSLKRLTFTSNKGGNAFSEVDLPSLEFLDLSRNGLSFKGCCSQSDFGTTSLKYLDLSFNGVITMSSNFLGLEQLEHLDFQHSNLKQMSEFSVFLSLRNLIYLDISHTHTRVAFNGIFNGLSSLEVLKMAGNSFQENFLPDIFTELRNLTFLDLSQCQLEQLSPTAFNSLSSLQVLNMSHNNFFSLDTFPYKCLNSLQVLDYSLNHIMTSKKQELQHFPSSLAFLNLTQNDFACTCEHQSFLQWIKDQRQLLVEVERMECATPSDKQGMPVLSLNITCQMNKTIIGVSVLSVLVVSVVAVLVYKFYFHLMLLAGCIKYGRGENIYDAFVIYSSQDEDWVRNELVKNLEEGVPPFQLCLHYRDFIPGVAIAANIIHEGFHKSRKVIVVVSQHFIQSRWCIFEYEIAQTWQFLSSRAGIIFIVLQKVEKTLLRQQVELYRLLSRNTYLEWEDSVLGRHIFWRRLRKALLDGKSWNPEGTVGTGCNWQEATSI
Target sequence (Q99836 whole entry, looked up): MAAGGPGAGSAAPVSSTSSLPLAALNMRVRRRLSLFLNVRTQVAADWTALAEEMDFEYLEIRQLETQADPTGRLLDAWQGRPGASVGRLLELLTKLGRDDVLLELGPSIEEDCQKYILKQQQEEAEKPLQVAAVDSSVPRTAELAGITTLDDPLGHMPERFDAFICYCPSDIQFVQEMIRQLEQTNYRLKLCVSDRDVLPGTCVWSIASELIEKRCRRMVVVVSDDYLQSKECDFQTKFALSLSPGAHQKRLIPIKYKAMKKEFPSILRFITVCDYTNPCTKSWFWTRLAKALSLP
Diaph act CS = activates diaphorase or chemically reduces, flagging diaphorase assay artifacts; hit rate 0.005% among 190,000; activation factor at 20 µM; Diaphorase/resazurin coupled assay, resorufin fluorescence, 16 min; hits give high values; 1 = vehicle wells, 0 = NADH-free wells;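 active means diaphorase activity raised at least twofold by the compound at 20 µM; inactive means activation factor below 2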
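Test system: Clostridium kluyveri diaphorase, purified enzyme; input: enzyme 0.07 U/mL final; buffer or medium: 50 mM HEPES pH 7.4 with 4.542 mM MgCl2, 0.005% Tween 20; also added: 0.114 mM NADH and 0.1 mM resazurin, final amounts; schedule: 16 min enzyme reaction, ambient temperature; technique: fluorescence of resorufin, 544 nm excitation, 590 nm emission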
L major viab = reduces viability of Leishmania major promastigotes; inhibition, % at 10 µM; AID 1063; resazurin fluorescence viability; hit rate 9% among 200,000;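 further: promastigotes grown with compound for 44 hours at 28 °C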
G6PDH CS = counter-screen for G6PDH assay hits: L. mesenteroides G6PDH inhibition. hit rate 0.12% among 200,000. inhibition, % at 5 µM. Purified L. mesenteroides G6PDH, diaphorase/resazurin coupled fluorescence, 45 min
Diaphorase inh = inhibits diaphorase or chemically oxidizes, flagging diaphorase assay artifacts; diaphorase resazurin-to-resorufin fluorescence, NADH, 16 min; bacterial (C. kluyveri) enzyme, not human; inhibition, % at 20 µM; hit rate 0.69% among 190,000;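 active means primary screen inhibition at 20 µM above a set limit, cut at about 50% in these data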;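 further: plate controls were DMSO with full reaction for no effect and wells lacking NADH for full effect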
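Assay system – diaphorase enzyme from Clostridium kluyveri · Amount – diaphorase 0.14 U/mL (working solution) · Times – reaction incubation of 16 min at room temperature · Controls – No-NADH positive control and DMSO neutral control · Signal – resorufin fluorescence 544/590 nm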
PMI activator = increases human mannose-6-phosphate isomerase activity. P34949. purified human PMI, coupled resazurin fluorescence, 20 min; hits give high values; 1 = vehicle control, 0 substrate-free wells. activation factor at 20 µM. hit rate 0.005% among 190,000;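 active means activation factor of 2 or more at 20 µM, relative to plate controls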
DTT redox prof = compounds producing H2O2 with reducing agent – biochemical, NIH compound library profiling, artefact control for MLSCN library redox annotation, primary screen; hit rate 0.03% among 200,000; AID 878; activation, % at 10 µM; DTT-dependent redox cycling H2O2, phenol red/HRP absorbance; 100% = 100 µM peroxide control, 0% = buffer;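 active means activation of at least 50% relative to the plate's high and low controls in the primary single-dose screen; inactive means activation below 50%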;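 further: compound incubated with DTT at 0.8 mM final as the reducing agent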
Hsp70 activator = transcriptional activators of Hsp70 | hit rate 0.04% among 200,000 | activation, % at 10 µM | AID 1203 | HeLa Hsp70 promoter luciferase reporter, luminescence; scaled: vehicle 0, proteasome-inhibitor control 100%;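 active means activation above the mean across all tested compounds plus 3 SD, cutoff set per campaign, cut at about 5.5% in these data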;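 further: 100% = MG132 at 30 µM as the positive control and 0% = DMSO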
PMI act satM6P = PMI (human) activation, high substrate; AID 1216; hit rate 0.34% among 190,000; activation factor at 20 µM; coupled PMI enzyme assay, resazurin fluorescence, 20 min; hits give high values; 1 = untreated enzyme, 0 = substrate-free blank;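 active means activation factor of 2 or more at 20 µM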
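Test system – human PMI in coupled enzyme assay · Timing – 20 min incubation at room temperature · Detection – Diaphorase-driven resazurin-to-resorufin fluorescence, excitation 544, emission 590 nm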
RAM network inh = blocks the yeast RAM network. inhibition, % at 50 µM. hit rate 1.8% among 190,000. S. cerevisiae dse1pr::URA3 reporter, 5-FOA growth OD615, 2 d; analog-sensitive cbk1-as2 kinase mutant strain;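 active means inhibition above a set limit, 3 SD over mean compound inhibition, cut at about 8.4% in these data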;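 further: 0% = DMSO-only wells with no growth and 100% = 10 µM 1-NA-PP1 full growth; inhibition rescues growth on 5-FOA so higher OD means more RAM inhibition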
S1P3 antagonist = antagonists of human S1P3 receptor; CHO S1P3 NFAT-BLA reporter, FRET fluorescence, antagonist mode; AID 485; inhibition, % at 4.98 µM; hit rate 0.27% among 170,000;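 active means inhibition above the plate cutoff, the mean inhibition of test wells on that plate plus 3 SD, cut at about 28% in these data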;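 further: cells challenged with S1P at its EC80 of 0.8 µM; blue over green emission ratio from cleaved BLA substrate after 4 h stimulation; 0% = S1P-stimulated wells and 100% = unstimulated DMSO-only wells; some compounds past the cut are filed as inactive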
The depositor's hits bear a star; / = no result given. Unless noted, no stated cut-off is given here; in the data, active means inhibition above about 50%; inactive means the rest. Compounds were not picked by outcome, and some 12% of all compounds hit somewhere here.

SMILES | TLR4 MyD88 comp | Diaph act CS | L major viab | G6PDH CS | Diaphorase inh | PMI activator | DTT redox prof | Hsp70 activator | PMI act satM6P | RAM network inh | S1P3 antagonist
COCc1cc(C)nc(SCC(=O)Nc2ccc3c(c2)OCO3)c1C#N | -19.0 | 0.8 | 0.0 | -14.5 | 19.3 | 0.8 | 0.4 | 0.2 | 0.9 | 1.6 | -16.0
COc1ccc(NC(=O)CC2SC(N)=NC2=O)c([N+](=O)[O-])c1 (stereo unspecified) | -10.4 | 0.9 | -4.9 | 14.3 | 8.0 | 0.9 | 0.0 | -0.4 | 0.8 | 2.3 | 8.7
COc1ccc(CCNS(=O)(=O)c2cn(C)c(=O)n(C)c2=O)cc1OC | -7.8 | 0.8 | -2.2 | 2.5 | 17.3 | 0.9 | -0.1 | 0.0 | 0.9 | 0.9 | -9.5
CCCCC(=O)Nc1nnc(C)s1 | 13.8 | 0.9 | -2.6 | -1.6 | 6.5 | 1.1 | 1.6 | -0.4 | 1 | 1.5 | -10.7
CCC(C(=O)Nc1ccc(OC)c(Cl)c1)c1ccccc1 (stereo unspecified) | 7.6 | 0.8 | 52.7* | 11.8 | 15.5 | 0.9 | -0.3 | -0.1 | 1 | 1.4 | 9.3
Cc1nn2c(-c3ccccn3)ccnc2c1Cl | -5.3 | 1.1 | -9.2 | 10.5 | -13.3 | 1.1 | -2.0 | 0.2 | 1.1 | 1.3 | -15.8
Cc1ccccc1Nc1nc(-c2sc(NC(=O)c3ccco3)nc2C)cs1 | -2.1 | 0.9 | 47.8 | -32.9 | 13.7 | 0.7 | -3.2 | 0.1 | 0.9 | 3.3 | /
CC(=O)c1ccc(NC(=O)COC(=O)c2c3c(nc4ccccc24)/C(=C\c2cccs2)CCC3)cc1 | 11.2 | 0.7 | 97.2* | 3.2 | 31.5 | 0.9 | 0.7 | -0.4 | 0.9 | 2.5 | -2.9
Cc1ccc(C(=O)O/N=C\c2ccc(N3CCCCC3)c([N+](=O)[O-])c2)cc1 | -10.9 | 1 | -1.6 | 5.1 | -0.1 | 0.9 | -4.6 | -0.3 | 1 | 15.9* | /
O=C(COC(=O)CCCNC(=O)c1ccc(Cl)cc1)Nc1cc(Cl)ccc1Cl | -12.7 | 0.8 | -9.7 | -6.0 | 24.7 | 0.9 | 0.0 | -0.2 | 0.9 | 14.2* | 8.1
CCOc1ccccc1NC(=O)Cn1c(=O)oc2ccccc21 | 0.3 | 1.2 | -3.4 | 10.6 | -20.9 | 1.1 | 1.0 | -0.2 | 1.2 | 2.0 | -25.9
O=C(Nn1c(C2CCCCC2)nc2ccccc2c1=O)c1cc(Cl)ccc1[N+](=O)[O-] | 0.9 | 1 | -5.5 | 5.3 | 1.3 | 1 | 0.0 | -0.5 | 1 | 5.0 | -8.0
Cc1cc(C(=O)N/N=C/c2cc(N=Nc3ccccc3)ccc2O)n[nH]1 | 10.8 | 0.9 | 99.5* | -9.2 | 9.3 | 1 | -0.2 | -0.5 | 1.1 | 3.5 | -2.0
O=[N+]([O-])c1ccccc1/C=N\N1CCN(c2ccccc2)CC1 | -3.9 | 0.8 | -8.2 | 12.7 | 18.8 | 0.9 | -0.5 | -0.1 | 0.9 | 2.4 | 11.0
C=CCn1c(C)cc(C2=NNC(=NCc3ccccc3)SC2)c1C | 10.7 | 1 | 48.5 | 5.5 | -4.5 | 1.2 | 0.2 | -0.2 | 1.1 | 1.1 | -18.5
C/C=C/c1ccc(OCCCNCC(C)O)c(OC)c1 (stereo unspecified) | -6.2 | 0.9 | -1.0 | -1.9 | 12.9 | 0.9 | -0.4 | -0.2 | 1 | 1.6 | -17.6
O=C(CSc1nc2c(c(=O)n1-c1ccc(Br)cc1)SCC2)NCc1ccco1 | -14.0 | 0.8 | -1.7 | 2.5 | 15.6 | 1 | -0.1 | -0.5 | 1 | 0.8 | /
COc1ccc(S(=O)(=O)Nc2ccc(S(=O)(=O)Nc3nc(C)cc(C)n3)cc2)cc1OC | 2.0 | 0.9 | -8.8 | 2.4 | 14.4 | 0.9 | 0.5 | 0.1 | 1 | 1.3 | -12.6
Cc1ccccc1Cn1nnc(C(=O)Nc2cccc(C)c2C)c1N | -10.0 | 0.8 | 95.0* | 13.4 | 15.3 | 0.9 | 2.8 | -0.4 | 0.9 | -0.4 | 36.2
N#Cc1cc(S(=O)(=O)c2ccc(F)cc2)c(N)[nH]c1=O | -1.1 | 1 | 4.8 | 10.3 | 3.2 | 1 | -0.9 | 0.0 | 0.9 | -0.9 | 7.5
Cc1cnc(CNC(=O)c2ccc(OC3CCN(C(=O)C4CC4)CC3)cc2)cn1 | -10.4 | 1 | -6.4 | 6.7 | 4.8 | 0.8 | -1.1 | -0.1 | 0.9 | -1.1 | -5.3
COc1cc(CN2CCCC(CO)(Cc3cccc(Cl)c3)C2)cc2c1OCO2 (stereo unspecified) | -0.5 | 0.8 | 73.1* | 7.8 | 16.5 | 0.8 | -1.1 | 0.1 | 0.8 | 2.2 | 19.5
CCOc1ccc(NC(=O)CN(C)CC(=O)Nc2cccc(Cl)c2C)cc1OCC | 17.9 | 0.9 | 84.2* | 3.7 | 7.4 | 0.9 | 0.3 | -0.2 | 0.9 | 0.8 | /
CCCOCC(O)COc1ccccc1C(=O)N1CCOCC1 (stereo unspecified) | 0.6 | 1 | -8.2 | 28.3 | 2.0 | 1.1 | 1.8 | -0.2 | 1.1 | 4.0 | 2.4
COc1ccc(-c2ccc(SCC(=O)N3CCOCC3)nn2)cc1OC | 0.3 | 1 | -1.9 | 5.0 | 2.2 | 1 | 0.1 | 0.1 | 1 | 1.4 | -11.8
Cc1nc(N2CCN(S(=O)(=O)c3ccc(F)cc3)CC2)c2c(C)c(C)sc2n1 | / | 0.9 | / | 6.8 | 10.8 | 1 | / | / | 1.1 | / | 5.1
CC(=O)Nc1nnc(Cc2c[nH]c3ccccc23)s1 | -22.4 | 0.9 | 1.8 | 0.9 | 10.7 | 1 | 0.2 | -0.2 | 1 | 0.2 | -7.1
COc1ccc2cc(CO)c(Cl)nc2c1 | 4.4 | 1 | -0.5 | 3.7 | 2.5 | 1.1 | -3.7 | -0.2 | 1 | 0.7 | -11.7
COc1ccc(NC(=O)C(CC(=O)O)C(C)c2ccccc2)cc1 (stereo unspecified) | -1.1 | 1.1 | 0.6 | 4.5 | -7.8 | 1 | -1.5 | 0.0 | 1.1 | -0.4 | -4.7
Cc1cccc(-c2cc3nc(C)cc(NCCCN(C)C)n3n2)c1 | 3.9 | 0.9 | 12.5 | -9.4 | 6.6 | 0.9 | 2.5 | -0.4 | 0.9 | 1.3 | -5.8
O=C(OCn1nnc2ccccc2c1=O)c1cc(-c2ccccc2Cl)nc2ccccc12 | -7.3 | 1 | 5.5 | -23.7 | -3.7 | 1 | 0.6 | -0.2 | 1 | 1.3 | -6.0
Clc1cc(Cl)c2nc(N3CCOCC3)sc2c1 | -4.6 | 0.9 | -3.8 | 7.3 | 14.4 | 1 | -0.3 | 0.3 | 1 | 6.2 | 11.3
COC(=O)c1cc(COC(=O)c2ccc(OC)c(S(=O)(=O)N3CCCC3)c2)oc1C | 19.3 | 0.8 | 12.5 | 0.8 | 21.9 | 0.8 | -3.9 | 0.0 | 0.9 | 3.5 | -16.1
CCc1ccc(-c2ccc(SCC(=O)Nc3nnc(C)s3)nn2)cc1 | 8.1 | 1 | 12.6 | -7.0 | -2.2 | 1.1 | -0.8 | 1.2 | 1.1 | 0.9 | -8.7
Cc1ccc(NC(=O)NCC(c2cccnc2)N2CCOCC2)cc1 (stereo unspecified) | -12.6 | 0.9 | 25.1 | 3.0 | 10.5 | 1 | -4.3 | -0.2 | 1 | 0.8 | -23.8
COc1ccc(N(C(=O)Cn2nnc(-c3ccc(Cl)cc3)n2)C(C(=O)NCC2CCCO2)c2ccc(C)cc2)cc1 (stereo unspecified) | 5.4 | 1 | -4.0 | -9.2 | 2.0 | 1 | 3.1 | 0.0 | 1 | 3.0 | /
Cc1ccc(-c2csc3ncn(CC#N)c(=O)c23)cc1 | -10.8 | 1 | -0.9 | 18.4 | -4.2 | 1 | -0.3 | -0.1 | 0.9 | 1.6 | -8.4
O=C(CCCc1c[nH]c2ccccc12)NCc1ccc2c(c1)OCO2 | -9.4 | 0.8 | 29.6 | -4.2 | 18.6 | 1 | 0.3 | -0.5 | 1 | 1.0 | /
O=C(NCc1ccco1)c1cc2ccc(O)cc2oc1=O | -99.5 | 1 | 4.7 | 7.7 | 2.9 | 1 | 3.2 | -0.2 | 1.2 | 2.0 | -36.2
COc1ccc(NS(=O)(=O)c2cc(NC(=O)CC(=O)c3ccc([N+](=O)[O-])cc3)ccc2C)cc1 | 12.5 | 1.2 | 68.3* | -6.1 | -19.9 | 1.2 | -0.7 | -0.1 | 1.1 | 4.0 | 6.0
CN(c1ccc(OCC(=O)N2CCCCC2)cc1)S(=O)(=O)c1cccs1 | -3.2 | 1 | -2.1 | 9.0 | -1.7 | 1.2 | -0.2 | -0.4 | 1.1 | -0.6 | /
COc1c(O)cc2c(c1O)C(=O)CC(c1ccccc1)O2 (stereo unspecified) | -11.5 | 0.8 | -12.4 | 10.0 | 22.4 | 0.9 | 0.3 | 0.0 | 0.8 | -0.3 | 9.9
CCOC(=O)c1ccc(N2C(=O)CC(N(C)CCc3ccc(OC)c(OC)c3)C2=O)cc1 (stereo unspecified) | -12.8 | 0.8 | -0.8 | -5.1 | 20.6 | 0.8 | 2.1 | -0.6 | 0.8 | 1.4 | 15.5
Cc1ccc(SC(C)C(=O)NCCC2=CCCCC2)cc1 (stereo unspecified) | -8.7 | 1 | -2.1 | -2.8 | 3.1 | 0.9 | 0.6 | -0.3 | 1 | 0.6 | 3.4
CC(=O)c1cccc(NC(=O)C2CCCN(S(C)(=O)=O)C2)c1 (stereo unspecified) | -1.7 | 0.9 | -7.7 | -19.1 | 9.8 | 0.9 | -2.3 | 0.0 | 0.9 | 0.9 | -26.8
C/C(=N\Nc1nccnc1Cl)c1ccc(F)cc1 | -12.2 | 1 | -3.5 | 16.8 | -3.0 | 1 | -0.1 | -0.3 | 1 | 2.1 | -14.4
N#Cc1ccc(C23CC4CC(CC(C4)C2)C3)[nH]c1=O | 4.6 | 0.9 | -2.9 | 16.8 | 11.5 | 1 | 0.0 | -0.5 | 0.9 | 0.7 | -3.4

Source: PubChem BioAssay (several laboratories)
